Compound activity from PubChem BioAssay.
p53 reactivation: re-activators of mutant p53; 0.063% of 320,000 active; Potency, µM (highest dose often 92.2 µM), for inactives: at the highest dose activity change, positive = activation, usual class: activators; H1299 p53-A138V BP100-luciferase reporter, luminescence, 24 h; also: potency is read from the fitted curve at half-maximal effect; % of control where 0% means no effect; nearly all actives have a fitted effect of over 45% in size
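H1299 (p53-null), stable ts p53-A138V + BP100-Luc; 1000 cells/well, Opti-MEM/10% FBS; cpd 4 pt, 1:5; 24 h, 37 deg C, 5% CO2; detection reagent 10 min RT; luminescence.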
ELG1 genotox: induces genotoxicity in HEK293T cells with luciferase-tagged ELG1. HEK293T ELG1-luciferase reporter, luminescence, 16 h. Potency, µM (titrated, usually from 46 µM), for the others: at the highest dose activity change, positive = activation, usual class: activators. 1.3% of 330,000 active. AID 504466; also: potency is read from the fitted curve at half-maximal effect; % of control where 0% means no effect; nearly all actives have a fitted effect of over 60% in size
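After overnight (16 hr) compound treatment at 37 °C, ELG1-luciferase HEK293T cells were lysed with ONE-Glo; luminescence quantified 30 min later at room temperature.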
BRCA1 expr act: increases BRCA1 expression. AID 624202. MCF7-BRCA1-FFLuc reporter, luminescence, 48 h; response scale: scaled: vehicle 0%, 10 µM genistein 100%. Potency, µM (titrated, usually from 46.1 µM), for the others: at the top dose activation, hits mostly activators. 1.1% of 380,000 active; also: potency is read from the fitted curve at half-maximal effect; nearly all actives have a fitted effect of over 80% in size; some results filed as inactive show a strong effect at the top dose
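Activators of BRCA1 expression were detected as increased firefly luciferase luminescence in engineered MCF7 cells after 48 h compound incubation. Signals were scaled to genistein 10 microM as full activation.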
Rab9 promoter act: activators of Rab9 promoter; Potency, µM (top dose mostly 9.22 µM), for the others: at the highest dose activation, negative = inhibition, hits mostly activators; Huh7 Rab9 promoter-luciferase reporter, luminescence, 24 h; 2.8% of 320,000 active; also: potency is read from the fitted curve at half-maximal effect; % of control where 0% means no effect; nearly all actives have a fitted effect of over 60% in size
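Luciferase signal after 10 min detection reagent at ambient indicates Rab9 promoter upregulation; stably transfected Huh7 cells were treated 24 h with compound in DMSO at 37 °C, 5% CO2.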
PKM2 activator: increases activity of human pyruvate kinase M2. P14618. purified PKM2, Kinase-Glo ATP luminescence, activation; response scale: 0% is enzyme alone, no compound. Potency, µM (titrated, usually from 57.5 µM), inactives show top-dose activation, hits mostly activators. 0.34% of 260,000 active. AID 1631; also: potency is read from the fitted curve at half-maximal effect; % is scaled to controls: 0 for no effect and ±100 for the full control effect; nearly all actives have a fitted effect of over 55% in size
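Purified hPK-M2 (>95%) run at intermediate activity with 0.1 mM ADP and 0.5 mM PEP in 50 mM imidazole pH 7.2, KCl, MgCl2; 1 h room temperature. ATP formed read by Kinase-Glo luminescence; normalized to uninhibited and no-enzyme controls.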
FLuc modulator: firefly luciferase modulation, counter-screen for miR-21 project. AID 588342. 6.9% of 360,000 active. purified FLuc, Km substrates, luminescence inhibition. Potency, µM (top dose mostly 57.5 µM), without a hit: at the top dose activity change, negative = inhibition, most hits filed as inhibitors;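 also: potency is read from the fitted curve at half-maximal effect; plate controls were vehicle for no effect and reference inhibitor for full effect; nearly all actives have a fitted effect of over 55% in size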
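Biochemical qHTS of compounds, final roughly 60 µM downward over six points, against 10 nM purified firefly luciferase using Km concentrations of substrates (10 uM D-luciferin, 10 uM ATP) in Tris acetate pH 7.5 buffer; luminescence output.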
Menin MLL FP TR: displaces Texas Red mutant MLL peptide from human menin. O00255. Menin + Texas Red MLL mutant peptide, fluorescence polarization. Potency, µM (titrated, usually from 61.6 µM), without a hit: top-dose FP activity change, negative = inhibition, usual class: inhibitors. 0.23% of 270,000 active; active = well fitted inhibition curve with a large enough effect in the polarisation, with a control signal flat, not every such curve was filed as active; inconclusive = small, poorly fitted or top-dose-only effect, or effect the other way, or a change in a side signal; inactive = no such curve, though single readings can be large or run the other way; the % refers to the polarisation; also: potency is read from the fitted curve at half-maximal effect; % of control where 0% means no effect; many of its hits are not listed in these tables
Target sequence (O00255 whole entry, looked up): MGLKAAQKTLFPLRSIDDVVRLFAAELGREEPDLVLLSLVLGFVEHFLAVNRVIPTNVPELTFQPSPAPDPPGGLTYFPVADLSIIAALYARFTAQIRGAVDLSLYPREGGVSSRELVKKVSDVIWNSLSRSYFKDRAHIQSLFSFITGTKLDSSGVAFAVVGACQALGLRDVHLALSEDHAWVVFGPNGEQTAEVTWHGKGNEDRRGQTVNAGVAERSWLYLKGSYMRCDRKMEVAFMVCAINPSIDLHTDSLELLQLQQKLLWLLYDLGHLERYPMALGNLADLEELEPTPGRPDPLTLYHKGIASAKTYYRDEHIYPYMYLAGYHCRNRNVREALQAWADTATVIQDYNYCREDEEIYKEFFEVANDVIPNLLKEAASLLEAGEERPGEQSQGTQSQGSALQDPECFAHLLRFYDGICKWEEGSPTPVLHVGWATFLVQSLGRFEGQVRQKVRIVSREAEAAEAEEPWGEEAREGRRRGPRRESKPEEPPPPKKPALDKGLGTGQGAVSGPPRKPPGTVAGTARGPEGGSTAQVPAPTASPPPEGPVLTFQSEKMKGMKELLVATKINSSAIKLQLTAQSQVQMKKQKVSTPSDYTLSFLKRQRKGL
NPC1 prom act: activates the NPC1 promoter; Huh7 NPC1 promoter luciferase reporter, 24 h; Potency, µM (highest dose often 9.22 µM), inactives show at the highest dose activation, hits mostly activators; 2.4% of 320,000 active; AID 485313;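 also: potency is read from the fitted curve at half-maximal effect; % of control where 0% means no effect; nearly all actives have a fitted effect of over 60% in size; reporter is driven by a mutant NPC1 promoter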
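Quantitative HTS used a cell-based reporter: Huh7 cells stably bearing the NPC1 promoter upstream of luciferase were treated with compounds for 24 h, and promoter activation was read as luminescence.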
RORgamma inh: inhibitors of mouse ROR gamma transcriptional activity; P51450; Drosophila S2 Gal4-RORgamma UAS-luciferase reporter, 20 h; Potency, µM (titrated, usually from 53.6 µM), without a hit: top-dose activity change, negative = inhibition, hits mostly inhibitors; 5.4% of 310,000 active; also: potency is read from the fitted curve at half-maximal effect; % is scaled to controls: 0 for no effect and ±100 for the full control effect; nearly all actives have a fitted effect of over 60% in size
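Using a luciferase readout, inhibitors were identified by reduced reporter activity in Drosophila cells coexpressing a copper-inducible Gal4–ROR gamma fusion and UAS-driven Photinus luciferase, incubated 20 hr after 700 uM copper sulfate.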
Gal4-VP16 FLuc: inhibits Gal4-VP16 luciferase reporter, ROR gamma counter-screen | Drosophila S2 Gal4-VP16 UAS-luciferase, luminescence, 20 h | Potency, µM (series often up to 53.6 µM), without a hit: at the highest dose activity, negative = inhibition, usual class: inhibitors | 3.5% of 310,000 active;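 also: Gal4-VP16 expression switched on by copper sulfate through the metallothionein promoter; potency is read from the fitted curve at half-maximal effect; % is scaled to controls: 0 for no effect and ±100 for the full control effect; nearly all actives have a fitted effect of over 50% in size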
Giardia killer: Giardia lamblia killing; activity change, % at 7.66 µM, hits read low; Giardia lamblia trophozoite viability; 0.15% of 340,000 active; in the data active = activity change below about -80%; inconclusive = between about -30% and that limit;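 also: parasites exposed to compound for two days anaerobically before the ATP read; % is scaled to controls: 0 for no effect and ±100 for the full control effect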
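Compounds were tested on trophozoites seeded at 100 cells/well and held 48 hrs at 37 deg C anaerobically. An ATP-based luminescent kit measured the remaining live cells.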
* hit, by the source's call; ? = inconclusive; / = not tested or not shown; & = joins results of further samples; [ ] = another dose, or the depositor's remark. Unless noted, calls follow the shape of the dose curve; as a rule, active = well fitted curve in the direction sought with a large enough effect; inconclusive = small, poorly fitted or top-dose-only effect, or another doubt; inactive = no such curve, though single readings can be large; an effect the other way counts as inactive or inconclusive. Only part of the results is shown; count on the stated rates, not on these rows.

SMILES | p53 reactivation | ELG1 genotox | BRCA1 expr act | Rab9 promoter act | PKM2 activator | FLuc modulator | Menin MLL FP TR | NPC1 prom act | RORgamma inh | Gal4-VP16 FLuc | Giardia killer
O=C(CN1CCN(Cc2ccccc2Cl)CC1)N=Nc1c(O)[nH]c2ccccc12 | -10% | -3% | -18% | -1% | 2% | -1% | 12% | -2% | ? | -9% | 43[activator]
Cc1ccc(C(C(=O)NC2CCCC2)N2CCc3ccccc32)cc1 (stereo not drawn) | 3% | -1% | 7% | -4% | 0% | 0% | -18% | -2% | -21% | -6% | -15
CCC(C)/C(C)=N/NC(=O)c1ccc(CSc2nc3ccccc3s2)cc1 (stereo not drawn) | ? | ? | 50% | 21% | 12% | ? | 9% | 5% | ? | ? | -5
O=C(Nc1ccccc1)c1ccc(NCC2CCCO2)c([N+](=O)[O-])c1 (stereo not drawn) | ? | 14% | -25% | ? | -7% | ? | 20% | ? | 34% | -9% | -10
O=C(COC(=O)CCc1ccccc1)Nc1ccccc1OC(F)F | -1% | 0% | -6% | -4% | -2% | ? | / | -1% | -2% | -4% | 12
CCCc1nnc(SCC(=O)N2CCOCC2)n1CC1CCCO1 (stereo not drawn) | -3% | 1% | 1% | -2% | 0% | -5% | -11% | -2% | 4% | -12% | -3
CCOC(=O)CSc1nc(N)c(C#N)cc1C#N | 2% | 12% | 29% | 8% | -1% | -9% | -2% | 18% | 17% | 2% | 1
O=C(NC1CCCCC1)c1ccc(-c2ccc(Cl)cc2)o1 | ? | 17% | ? | 2.8µM* | / | ? | / | 3.2µM* | / | / | -25
CCOC(=O)C1CCN(C(=O)COC(=O)c2nc3nc(C)cc(C)n3n2)CC1 | -3% | -1% | -1% | -3% | / | -1% | / | -2% | / | / | 2
Cc1cc(C)c(C)c(S(=O)(=O)NCc2ccncc2)c1C | 0% | 3% | -24% | -22% | / | 1% | -16% | -20% | ? | ? | -6
COc1cc(N)c(Cl)cc1C(=O)OCC(=O)N(C)C1CCCCC1 | -7% | 1% | 11% | -2% | / | ? | / | -2% | / | / | -14
COc1ccc(Cl)cc1N(CC(=O)Nc1cccc(SC)c1)S(C)(=O)=O | -5% | 1% | -22% | -4% | -1% | -2% | -4% | 0% | 16% | -2% | -1
COCc1cc(C)n(CC(=O)N2CCCC2)c(=O)c1C#N | 12% | 0% | 18% | -7% | 1% | -2% | -3% | -7% | 4% | -22% | -2
Cc1nc2cc(NC(=O)NCc3ccco3)ccc2n1C | 28% | 15µM* | 11µM* | ? | 2% | ? | 5% | 27% | -4% | -8% | 5
CC1(C)CC(=O)C(N=Nc2c(F)cccc2F)=C(O)C1 | 13% | 14% | 8% | 11% | 0% | -14% | / | 0% | -28% | 2% | -1

Compound profiles, as listed above. Screens in order: p53 reactivation | ELG1 genotox | BRCA1 expr act | Rab9 promoter act | PKM2 activator | FLuc modulator | Menin MLL FP TR | NPC1 prom act | RORgamma inh | Gal4-VP16 FLuc | Giardia killer
`COCc1cc(C)n(CC(=O)N2CCCC2)c(=O)c1C#N` is listed with 12% | 0% | 18% | -7% | 1% | -2% | -3% | -7% | 4% | -22% | -2
`Cc1cc(C)c(C)c(S(=O)(=O)NCc2ccncc2)c1C` is listed with 0% | 3% | -24% | -22% | / | 1% | -16% | -20% | ? | ? | -6
`O=C(Nc1ccccc1)c1ccc(NCC2CCCO2)c([N+](=O)[O-])c1` (stereo not drawn) is listed with ? | 14% | -25% | ? | -7% | ? | 20% | ? | 34% | -9% | -10
`CCOC(=O)C1CCN(C(=O)COC(=O)c2nc3nc(C)cc(C)n3n2)CC1` is listed with -3% | -1% | -1% | -3% | / | -1% | / | -2% | / | / | 2

New compounds follow.
SMILES | p53 reactivation | ELG1 genotox | BRCA1 expr act | Rab9 promoter act | PKM2 activator | FLuc modulator | Menin MLL FP TR | NPC1 prom act | RORgamma inh | Gal4-VP16 FLuc | Giardia killer
CCCc1c(C(=O)Nc2ccc(F)cc2F)cnn1-c1ccccc1 | -4% | -8% | -33% | -3% | -3% | -4% | / | 3% | ? | -6% | 21
C=CCn1c(=NC(=O)c2ccc(S(=O)(=O)N3CCCC3)cc2)sc2cc(NC(C)=O)ccc21 | -5% | -1% | -11% | -12% | -4% | -3% | 10% | 1% | 36% | -1% | -1
Cc1cccc(OCCC(=O)OCC(=O)Nc2c(C)nn(-c3ccccc3)c2C)c1 | 1% | 6% | 1% | 2% | / | 4% | / | -1% | / | / | -12
CCc1nn(CC(=O)N2CCN(CC)CC2)c(=O)c2cc3sccc3n12 | 8% | -2% | 18% | 1% | 3% | -1% | -26% | -2% | -14% | -5% | 2
Cc1ccc(/C=C2/C(=N)N3N=C(CC(=O)N4CCCC4)SC3=NC2=O)cc1 | 0% | 1% | -5% | 1% | / | -13% | / | 15% | 1% | -5% | 3
CCc1ccccc1NC(=O)COC(=O)C1C2CC3OC(=O)C1C3C2 (stereo not drawn) | -1% | -8% | 5% | 0% | -4% | 3% | 9% | -2% | ? | 2% | -9
CN(C(=O)c1ccccc1C(=O)OCC(=O)c1ccccc1)c1ccccc1 | 6% | 1% | 0% | -8% | / | ? | / | -2% | / | / | 50[activator]
O=C(CSc1nnc(-c2ccc(Br)cc2)o1)Nc1cccc(C(=O)O)c1 | 2% | -2% | -92%[inhibitor] | 2% | 5% | 1% | / | -5% | -2% | -10% | ?
Cn1c(=O)c2c(-c3ccccc3)n(Cc3ccccn3)cc2n(C)c1=O | 3% | -1% | -15% | -1% | -29% | -1% | 1% | 1% | -14% | 13% | -25
O=C(c1ccccc1)c1c[nH]c(C(=O)NNc2cccc(Cl)n2)c1 | 13% | -3% | 3% | -2% | -4% | -8% | -3% | 2% | 50% | -5% | -16
O=C(Nc1cc(S(=O)(=O)N2CCCCCC2)ccc1OCC(F)(F)F)c1ccc(=O)[nH]c1 | -11% | ? | -29% | -8% | / | 6% | / | -6% | / | / | -15
COCCNC(=O)CN(C(=O)Cn1nnc2ccccc21)c1ccc(C)cc1 | -2% | -2% | 12% | -3% | -23% | -2% | 0% | -3% | 1% | -15% | 6
CC(C)[C@@H](C(=O)O)N(Cc1cccc(CN([C@H](C(=O)O)C(C)C)S(C)(=O)=O)c1)S(C)(=O)=O | / | 0% | -1% | -1% | 3% | 0% | -7% | 0% | 1% | -1% | 9
O=C(COC(=O)c1ccc(O)cc1)c1ccc2c(c1)OCCO2 | 25% | 5.2µM* | 10µM* | 4µM* | / | 1.2µM* | / | 3.5µM* | / | / | -17
S=C(Nc1ccccc1)N1CCN(Cc2ccccc2)CC1 | 0% | 4% | 0% | -4% | -2% | -7% | / | 3% | ? | ? | 2
Cc1ccc2nc(-c3ccc(Br)cc3)cn2c1 | / | ? | ? | 0.32µM* | -10% | 0.085µM* | 0% | 0.4µM* | / | / | ?
NC(=O)NOCc1c(Cl)cccc1Cl | -3% | 7% | -12% | -2% | -3% | -1% | -1% | -7% | -3% | -6% | -12
Cc1ccc(S(=O)(=O)CCC(O)c2ccc(Cl)cc2)cc1 (stereo not drawn) | -8% | -6% | 6% | 1% | / | 4% | -1% | 1% | 13% | -8% | -2
Cc1cc(C)n2nc(SCc3nnc(-c4ccc(F)cc4)o3)nc2n1 | 3% | 4% | / | -5% | 0% | 0% | 4% | 0% | 8% | -17% | /
O=C(CSc1nc(O)cc(=O)[nH]1)N1CCCc2ccccc21 | 3% | 4% | 7% | -8% | 2% | 2% | -1% | -1% | 6% | 9% | 4
O=C(NCc1ccc(Cl)cc1)C1CCN(S(=O)(=O)c2ccccc2)CC1 | 0% | -6% | -20% | -9% | 9% | 0%&-13% | 6% | -2% | 17% | -8% | -10
Cc1cc(OCC(=O)OCC(=O)Nc2ccc(Cl)cn2)ccc1Cl | -5% | 0% | -2% | -2% | / | 4% | / | -3% | / | / | 0
N=C1SCC(=O)N1/N=C/c1ccccc1 | 1% | -20% | 48% | 1% | 2% | 5.4µM* | 2% | 0% | 11µM* | ? | -11
COc1ccc(C(=O)N(C)CC(=O)Nc2cccc(F)c2)cc1S(=O)(=O)NC1CCCC1 | -4% | -6% | -17% | -3% | / | 4% | / | 1% | / | / | 3
COc1cc(C(=O)NC(C)c2cc(C)ccc2C)ccc1OCC(=O)N1CCOCC1 (stereo not drawn) | 0% | 3% | -15% | -3% | / | 4% | / | 1% | / | / | -3
